# Screens as filed in PubChem.
# PP5 primary: PP5 phosphatase inhibitors, primary screen, biochemical, fluorescence; 320,000 tested, 0.18% active; purified PP5c, OMFP substrate fluorescence; inhibition, % at 6.7 µM; Serine/threonine-protein phosphatase 5 (Homo sapiens), P53041;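 active = inhibition above the campaign's mean inhibition across all tested compounds plus 3 SD, cut at about 9.5% in these data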;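 also: 0% = DMSO only and 100% = 100 µM cantharidin control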
# PAFAH2 FP inh: PAFAH2 enzyme inhibitors, primary screen, biochemical, fluorescence polarization, human; recombinant PAFAH2, FP-rhodamine activity probe; inhibition, % at 3.39 µM; 340,000 tested, 0.99% active; AID 492956, 2010;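 active = inhibition above the mean over all tested compounds plus 3 SD, cut at about 30% in these data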;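 also: inhibitors block probe labeling of enzyme so polarization drops; 0% = enzyme with DMSO and 100% = wells lacking PAFAH2 protein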
# proCasp7 act: procaspase-7 activators, primary screen, counter-screen for procaspase-3 activator project, biochemical, absorbance, HTS, human; Caspase-7 (Homo sapiens), P55210; recombinant procaspase-7, Ac-DEVD-pNA absorbance 405 nm; D23A/D198A/D206A triple mutant, cannot self-cleave; scale: DMSO 0, 5 µM enzyme 100; activation, % at 8.5 µM; 330,000 tested, 0.093% active;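 active = percent activation above the screen-wide mean plus 3 SD, cut at about 25% in these data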
#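 Test system: Procaspase-7 triple mutant (PC-7 D3A). Also added: Ac-DEVD-pNA substrate, 400 µM as added. Schedule: 1 h enzyme–compound preincubation and 2 h substrate reaction, both 25 °C. Signal: p-Nitroaniline absorbance at 405 nm, read at 0 and 120 min. Control set: low DMSO alone, high DMSO plus 5 µM PC-7.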
# PP1 counter: PP1-alpha phosphatase inhibitors, primary screen, counter-screen for PP5 inhibitor project, biochemical, fluorescence, OMFP substrate, single point. Serine/threonine-protein phosphatase PP1-alpha catalytic subunit (Homo sapiens), P62136. 320,000 tested, 0.9% active. AID 2235, 2010. inhibition, % at 6.7 µM. purified PP1alpha;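 active = inhibition above the mean inhibition of all tested compounds plus 3 SD, computed separately for each screening campaign, cut at about 15% in these data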
# TPT1 inh: Candida albicans TPT1 enzyme inhibitors, primary screen, biochemical, fluorescence polarization; tRNA 2'-phosphotransferase TPT1 (Candida albicans SC5314); recombinant caTPT1, FP RNA substrate dephosphorylation; inhibition, % at 5 µM; 300,000 tested, 0.81% active;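 active = inhibition above the mean of all tested compounds plus 3 SD, set per screening campaign, cut at about 24% in these data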;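 also: plate controls were DMSO alone for no effect and ferristatin control at 100 nM for full effect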
# AHR act: AHR activators, primary screen, cell-based, luminescence, luciferase reporter, human; AHR-responsive luciferase reporter cells; Aryl hydrocarbon receptor (Homo sapiens), P35869; activation, % at 5 µM; AID 2796, 2010; 320,000 tested, 2.5% active; in the data active = activation above about 47%;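 also: 0% = vehicle wells and 100% = reference agonist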
# Target sequence (P35869 whole entry, looked up): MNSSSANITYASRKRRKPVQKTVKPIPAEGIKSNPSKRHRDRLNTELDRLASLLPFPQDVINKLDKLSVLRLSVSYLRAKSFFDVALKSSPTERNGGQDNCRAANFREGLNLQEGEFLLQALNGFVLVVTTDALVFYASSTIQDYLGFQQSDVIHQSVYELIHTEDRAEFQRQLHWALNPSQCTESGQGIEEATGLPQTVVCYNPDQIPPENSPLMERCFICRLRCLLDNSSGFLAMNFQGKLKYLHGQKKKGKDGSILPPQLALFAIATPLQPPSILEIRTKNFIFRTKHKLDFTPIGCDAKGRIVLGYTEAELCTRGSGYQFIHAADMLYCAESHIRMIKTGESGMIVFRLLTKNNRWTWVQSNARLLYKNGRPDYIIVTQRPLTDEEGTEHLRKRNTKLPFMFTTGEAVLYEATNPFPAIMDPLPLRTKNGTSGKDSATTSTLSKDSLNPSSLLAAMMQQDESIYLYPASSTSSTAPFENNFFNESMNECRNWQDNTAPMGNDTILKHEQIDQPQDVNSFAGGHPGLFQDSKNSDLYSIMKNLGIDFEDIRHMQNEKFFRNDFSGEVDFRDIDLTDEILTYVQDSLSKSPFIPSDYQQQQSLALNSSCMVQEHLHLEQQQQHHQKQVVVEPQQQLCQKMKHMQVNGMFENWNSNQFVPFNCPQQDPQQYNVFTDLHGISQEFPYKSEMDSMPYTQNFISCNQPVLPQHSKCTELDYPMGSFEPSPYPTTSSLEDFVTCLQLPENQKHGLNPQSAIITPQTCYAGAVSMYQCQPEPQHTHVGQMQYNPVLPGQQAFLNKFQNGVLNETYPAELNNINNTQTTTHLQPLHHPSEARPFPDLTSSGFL
# core dimer inh: inhibitors of HCV core protein dimerization, primary screen, biochemical, TR-FRET, high-throughput; TR-FRET GST/Flag-core106 dimerization, 1536-well; AID 1899, 2009; inhibition, % at 5 µM; 300,000 tested, 0.33% active;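 active = inhibition above the mean of all tested compounds plus 3 SD, set per screening campaign, cut at about 45% in these data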
#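 Assay system: Tagged HCV core106 pair (GST and Flag) | Buffer or medium: KF-containing HEPES buffer, pH 7.45, DTT, CHAPS, BSA | Also added: Eu donor and XL665 acceptor anti-tag antibodies | Dosing: One concentration, 5 µM, in 0.5% DMSO | Timing: 4 h at 22.5 °C | Technique: TR-FRET 671 and 617 nm emission | Repeats: Singlicate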
# CTSL1 counter: Fasciola hepatica cathepsin L1 inhibitors, primary screen, counter-screen for PFM18AAP inhibitor project, biochemical, QFRET, fluorogenic peptide substrate. recombinant F. hepatica cathepsin L1, Z-Leu-Arg-MCA fluorescence. inhibition, % at 5.96 µM. 300,000 tested, 0.49% active. AID 1906, 2009;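 active = inhibition above the mean of all tested compounds plus 3 SD, set per screening campaign, cut at about 17% in these data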;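 also: 0% = plate median of test compound wells and 100% = 1 µM Z-Phe-Ala-diazomethylketone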
# proCasp3 act: activators of human procaspase-3 D3A mutant, primary screen, biochemical, absorbance, PC-3 D3A mutant, single concentration. recombinant procaspase-3 D3A, Ac-DEVD-pNA absorbance 405 nm. 330,000 tested, 0.11% active. activation, % at 8.5 µM. Caspase-3 (Homo sapiens), P42574;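 active = activation above the mean of all tested compounds plus 3 SD, cut at about 21% in these data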;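 also: 0% = DMSO alone and 100% = DMSO wells spiked with extra 5 µM PC-3 D3A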
#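 Test system: Procaspase-3 D3A mutant, all three cleavage aspartates alanine | Dosing: Single dose, 8.5 µM nominal compound, 0.8% DMSO | Schedule: 1 h preincubation, 2 h reaction | Technique: 405 nm absorbance of p-nitroaniline, reads at 0 and 120 min | Repeats: One well per compound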
# An asterisk follows results filed as active; . = no result given.
SMILES,PP5 primary,PAFAH2 FP inh,proCasp7 act,PP1 counter,TPT1 inh,AHR act,core dimer inh,CTSL1 counter,proCasp3 act
CC1CC(C)CN(CCCNC(=O)C2CCC(=O)N2C2CCCC2)C1 (stereo not drawn),2.6,-1.4,7.3,1.7,-1.5,-1.4,-1.7,-1.9,-5.4
Cc1nn(CC(=O)NCCCN2CCN(Cc3ccccc3)CC2)c(=O)c2cc(-c3ccccc3)nn12,1.9,2.9,3.2,-0.2,-5.2,-1.3,-7.4,-4.9,10.0
O=C(NCC1(N2CCCCC2)CCCCC1)c1ccc(NS(=O)(=O)c2ccc(F)cc2)cc1,-3.6,2.6,0.8,-1.0,-0.4,-1.7,-4.7,-3.0,-6.7
C=CCNc1nc(N)c([N+](=O)[O-])c(NC2CCCCC2)n1,1.9,4.1,5.6,5.9,-0.3,5.5,-3.7,1.7,-3.9
CC(=O)C[C@H](O)CC(=O)[C@@H]1OC(=O)CCCCCCc2ccccc21,5.2,-3.8,1.1,1.6,.,0.3,.,.,3.1
COc1ccc(NC(=O)N2Cc3ccccc3CC2C(=O)NC(C)(C)C)cc1 (stereo not drawn),0.1,5.0,1.4,-5.0,-3.1,-0.4,-8.6,-4.0,8.0
Cc1nnc2ccc(Oc3ccc(-c4ccccc4)cc3)nn12,2.2,-1.0,-1.0,3.3,0.8,-4.9,4.6,1.9,0.8
O=C(NCCN1CCOCC1)c1c(O)nc2sccn2c1=O,-1.7,6.3,1.5,-3.4,-3.5,-1.9,-1.0,-1.5,-3.5
COC(=O)c1ccccc1NC(=O)c1sc(N)nc1C,0.0,-1.9,-1.4,-0.2,-1.2,1.8,8.5,5.4,-16.2
Cc1ccc(C)c(C(=O)Nc2c(C(N)=O)oc3ccccc23)c1,2.2,5.0,-1.0,1.3,-0.2,29.3,-5.6,-2.5,7.5
O=C(NCC1CCCO1)c1cnn2c1NC(c1ccccc1)CC2C(F)(F)F (stereo not drawn),0.4,-1.9,4.8,-0.3,2.0,2.4,3.4,1.8,1.5
OC1(c2ccc(F)cc2)CCN(Cc2nnnn2Cc2cccs2)CC1,1.1,-6.0,8.0,-2.0,-0.3,4.5,-6.2,-2.1,4.9
Cc1cc(N2CCN(S(=O)(=O)c3ccc(Br)cc3)CC2)n2ncnc2n1,1.5,-11.5,3.3,8.5,1.2,-1.2,1.8,7.7,3.3
CCCCn1c(SCC(=O)NC(=O)Cc2ccccc2)nc2ccccc2c1=O,1.0,-4.2,2.7,-1.3,.,2.3,.,.,7.3
CCCCOc1ccc(N(CC(=O)NCc2ccccc2)C(=O)c2csnn2)cc1,2.3,8.5,-4.2,0.5,-0.8,3.7,-10.5,4.0,1.0
COc1cccc(NC(=O)NCCC2=CCCCC2)c1,2.4,2.2,2.9,1.7,-1.1,15.8,-6.6,-4.0,-0.2
CCn1c2ccccc2c2nnc(SCC(=O)NCCOC)nc21,1.0,2.5,-0.2,-8.5,-3.0,1.4,-3.8,0.1,4.8
CC(=O)Oc1cccc(N2C(=O)c3ccccc3C2=O)c1,1.0,-6.8,-3.1,1.0,-0.1,-6.0,-3.0,-14.3,-3.6
CCC(C(=O)N1CCN(Cc2ccc3c(c2)OCO3)CC1)n1c(=O)[nH]c2ccccc2c1=O (stereo not drawn),2.4,0.9,-0.8,-3.4,-1.5,5.7,-18.2,4.8,7.3
O=C(c1cccc2ccccc12)N1CCCCC1,-0.8,-6.2,1.9,-1.8,2.4,-0.3,0.1,-5.7,6.9

# The last six records of the part before come first, to join the parts.
SMILES,PP5 primary,PAFAH2 FP inh,proCasp7 act,PP1 counter,TPT1 inh,AHR act,core dimer inh,CTSL1 counter,proCasp3 act
CCCCOc1ccc(N(CC(=O)NCc2ccccc2)C(=O)c2csnn2)cc1,2.3,8.5,-4.2,0.5,-0.8,3.7,-10.5,4.0,1.0
COc1cccc(NC(=O)NCCC2=CCCCC2)c1,2.4,2.2,2.9,1.7,-1.1,15.8,-6.6,-4.0,-0.2
CCn1c2ccccc2c2nnc(SCC(=O)NCCOC)nc21,1.0,2.5,-0.2,-8.5,-3.0,1.4,-3.8,0.1,4.8
CC(=O)Oc1cccc(N2C(=O)c3ccccc3C2=O)c1,1.0,-6.8,-3.1,1.0,-0.1,-6.0,-3.0,-14.3,-3.6
CCC(C(=O)N1CCN(Cc2ccc3c(c2)OCO3)CC1)n1c(=O)[nH]c2ccccc2c1=O (stereo not drawn),2.4,0.9,-0.8,-3.4,-1.5,5.7,-18.2,4.8,7.3
O=C(c1cccc2ccccc12)N1CCCCC1,-0.8,-6.2,1.9,-1.8,2.4,-0.3,0.1,-5.7,6.9
COc1cccc(-c2nnc3sc(C4CCCCC4)nn23)c1,5.1,1.6,4.2,3.1,0.6,9.0,5.3,0.1,1.1
O=C(Nc1cccnc1)c1cc2nc(C3CC3)cc(C(F)(F)F)n2n1,4.0,8.5,-0.6,4.8,-1.9,40.7,20.4,3.0,1.1
O=C1NC(c2ccccc2)=C(c2nc3ccccc3s2)C(c2ccc(F)cc2)N1 (stereo not drawn),6.0,-0.8,1.9,7.0,-1.0,0.5,2.3,-0.9,7.8
Cc1cccc(NC(=O)C2CCN(C(=O)NCc3ccccc3)CC2)c1C,3.4,-0.8,2.6,0.2,19.4,0.2,-5.8,3.6,0.5
COc1ccc2[nH]c(C)c(CCNc3ccc(C(F)(F)F)cc3[N+](=O)[O-])c2c1,3.2,2.1,2.3,-0.6,-4.8,37.0,0.7,-5.0,-2.8
COc1cccc(C(=O)NCCSCc2ccccc2Cl)c1,0.2,-13.4,-1.5,-0.7,-1.5,8.5,12.4,-0.4,3.1
CCCCCOc1ccc(/C=c2\sc3nc(=O)c(-c4ccccc4)nn3c2=O)cc1OC,1.3,14.4,-7.6,-2.7,1.8,2.4,1.7,-3.2,6.3
COc1cccc(N2CCN(S(=O)(=O)c3ccc(-c4cnc(C5CC5)o4)cc3)CC2)c1,2.2,-1.1,2.0,-3.1,-1.4,-0.8,20.3,0.7,5.6
Cc1cc(C)c2c(c1)NC(C(=O)O)C1CC=CC21 (stereo not drawn),-5.1,49.7*,-9.6,12.9,16.5,5.0,38.5,0.5,-1.3
O=C(O)C(Cc1ccccc1)NC(=O)C(Cc1ccccc1)NC(=O)C12CC3CC(CC(C3)C1)C2 (stereo not drawn),3.1,.,2.5,-5.6,-0.3,2.9,-5.3,-0.6,-5.2
COc1ccc(CCC(=O)N(C)CC(=O)Nc2ccc(N3CCOCC3)cc2)cc1,0.3,-0.7,2.9,0.3,1.6,-0.7,-0.2,1.5,9.2
NS(=O)(=O)c1ccc(CCNC(=O)CN2CCN(c3cccc(Cl)c3)CC2)cc1,-0.5,-3.3,-4.7,-6.0,-0.3,3.5,8.4,0.3,-4.4
COc1cccc(NC(=S)NC(=O)c2cccnc2)c1,1.2,6.1,-9.5,-1.4,-2.4,28.8,-11.6,1.3,-3.9
Nc1ccc(C(=O)NC2CCSc3ccccc32)cc1[N+](=O)[O-] (stereo not drawn),2.4,4.3,1.1,-0.9,0.8,9.3,14.2,1.0,0.0
COc1ccc(NC2CCCN(C(=O)c3ccc(OC)cc3OC)C2)cc1 (stereo not drawn),1.7,0.5,-10.4,-2.3,0.6,4.4,2.2,0.9,12.1
CCc1ccc(NC(=O)c2noc3c2CCc2ccccc2-3)cc1,0.5,3.8,5.0,-1.6,-3.4,23.8,-5.3,-4.2,1.7
O=C(CCN1C(=O)C2CC=CCC2C1=O)OCC(=O)c1ccc(F)cc1 (stereo not drawn),.,7.5,7.7,.,.,1.4,.,.,1.2
CCC(C)c1ccccc1N1CC(C(=O)N2CCN(S(=O)(=O)c3ccccc3Br)CC2)CC1=O (stereo not drawn),0.5,2.1,-1.6,-2.3,-1.9,-0.6,2.8,-0.5,8.5
NC(=O)C1CNc2ccccc2O1 (stereo not drawn),2.5,-3.8,2.5,8.4,5.0,37.4,-3.9,-1.0,1.5
Cc1ccc(C(=O)NCC(=O)OCC(=O)c2c(N)n(C)c(=O)n(C)c2=O)s1,1.2,3.6,7.9,-0.3,4.4,-0.4,12.2,-15.2,-2.2
CCc1ccc(OCC(=O)N/N=C(\C)c2ccc3c(c2)OCCO3)cc1,0.9,11.3,0.8,0.7,-3.6,16.1,-7.5,8.1,2.5
COCCNC(=O)CNC(=S)N(Cc1ccccc1)Cc1cccnc1,5.2,-6.0,-6.3,2.4,5.2,-1.0,-3.7,2.3,1.6
CC1(C)CC(=O)C=C(Nc2ccc(Br)cc2F)C1,2.0,1.9,3.2,-0.3,-2.6,7.6,-2.3,-2.0,7.7
COc1cc(NC(=O)C(C)Oc2ccccc2)cc(OC)c1 (stereo not drawn),1.1,4.1,5.1,-3.5,-1.8,13.6,5.3,-5.4,3.7
COc1cccc(N2CCN(C(=O)C3CCCN(c4ncnc5c4nc4n5CCCCC4)C3)CC2)c1 (stereo not drawn),2.7,6.9,-4.2,0.6,-0.5,5.6,3.3,-4.2,-3.8
CCS(=O)(=O)Nc1cccc(-c2cn3c(n2)SCC3)c1,0.1,5.5,3.3,-0.7,-0.2,8.0,-4.5,0.4,9.6
O=C(O)CNC(=O)C1COc2ccccc2O1 (stereo not drawn),1.2,1.0,-12.6,2.4,-3.4,-1.9,4.0,5.2,-7.8
COc1cccc(NC(=O)COC(=O)c2c3c(nc4ccccc24)CCC(C)C3)c1 (stereo not drawn),2.2,-18.8,3.5,-2.4,0.2,8.9,7.1,-20.0,-1.3
CC[C@H](C)[C@H](NC(N)=O)C(=O)Nc1ccc(C)cc1,0.2,-6.6,4.2,0.1,-1.6,0.9,-7.4,-1.5,-0.6
CCc1ccc(N(C(=O)c2csnn2)C(C(=O)NC(C)(C)C)c2ccncc2)cc1 (stereo not drawn),0.6,2.9,0.2,-1.7,2.2,3.0,-1.5,3.4,3.2
Cc1ccc(C(=O)c2nc(C(=O)NCCO)nc3ccccc23)cc1,0.1,4.2,4.7,-2.0,.,47.8*,.,.,6.8
COc1ccc(CC(=O)N/N=C/C=C/c2cccc([N+](=O)[O-])c2)cc1OC,-1.2,.,-4.8,-2.9,-1.1,-4.2,-3.1,-1.2,2.6

# Rows were taken by chance; any-hit rate near 5.6%.
